Assay outcomes from PubChem BioAssay.
ATXN2 expr inh – Primary qHTS for Inhibitors of ATXN expression | Potency, µM (series often up to 57 µM), without a hit: top-dose activity change, negative = inhibition, hits mostly inhibitors | AID 1745845, 2022 | HEK-293 ATXN2-luciferase reporter, luminescence, 24 h | hit rate 0.72% among 360,000; also: potency is read from the fitted curve at half-maximal effect; % is scaled to controls: 0 for no effect and ±100 for the full control effect; nearly all actives have a fitted effect of over 55% in size
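qHTS (up to 57 uM final) was run with 24 h compound exposure of reporter cells at 37 °C. Each well was multiplexed: SteadyGlo luminescence measured ATXN2-luciferase expression after a fluorogenic Gly-Phe-AFC viability readout (25 uM final).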
Nrf2 ARE act – qHTS of Nrf2 Activators; AID 624171, 2012; Potency, µM (top dose mostly 46.1 µM), for inactives: at the top dose activation, usual class: activators; hit rate 0.31% among 410,000; AREc32 ARE-luciferase reporter (MCF7-derived line), luminescence, 24 h; also: potency is read from the fitted curve at half-maximal effect; % of control where 0% means no effect; nearly all actives have a fitted effect of over 65% in size
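ARE-driven firefly luciferase activity in AREc32 cells measured after a 24 hr compound exposure at 37 deg C, using Steady-Glo reagent and a 30 min room-temperature hold.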
TGFb inhibitor – qHTS for Inhibitors of TGF-b; HepG2 CAGA-GFP TGF-b/SMAD3 reporter, GFP fluorescence, 18 h; TGF-beta stimulated, 500 pg/mL final; Potency, µM (highest dose often 46.1 µM), for inactives: top-dose activity, negative = inhibition, usual class: inhibitors; hit rate 1.2% among 410,000; also: potency is read from the fitted curve at half-maximal effect; % is scaled to controls: 0 for no effect and ±100 for the full control effect; nearly all actives have a fitted effect of over 65% in size
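Inhibition of TGF-beta-driven CAGA-GFP reporter expression in HEPG2 cells is measured by cellular GFP fluorescence after 18 h stimulation with 500 pg/mL recombinant TGF-beta in 1% FBS medium at 37 degrees C.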
EPAC2 ag – qHTS for Agonist of cAMP-regulated guanine nucleotide exchange factor 4 (EPAC2): primary screen; Rap guanine nucleotide exchange factor 4 (Homo sapiens), Q8WZA2; EPAC2 activation, biochemical qHTS; response scale: 100% = 6.5 mM cAMP response; Potency, µM (doses to about 154 µM), inactives show top-dose activation, actives largely listed as activators; hit rate 0.079% among 360,000; AID 720711, 2013; also: potency is read from the fitted curve at half-maximal effect; nearly all actives have a fitted effect of over 50% in size
Target sequence (Q8WZA2 whole entry, looked up): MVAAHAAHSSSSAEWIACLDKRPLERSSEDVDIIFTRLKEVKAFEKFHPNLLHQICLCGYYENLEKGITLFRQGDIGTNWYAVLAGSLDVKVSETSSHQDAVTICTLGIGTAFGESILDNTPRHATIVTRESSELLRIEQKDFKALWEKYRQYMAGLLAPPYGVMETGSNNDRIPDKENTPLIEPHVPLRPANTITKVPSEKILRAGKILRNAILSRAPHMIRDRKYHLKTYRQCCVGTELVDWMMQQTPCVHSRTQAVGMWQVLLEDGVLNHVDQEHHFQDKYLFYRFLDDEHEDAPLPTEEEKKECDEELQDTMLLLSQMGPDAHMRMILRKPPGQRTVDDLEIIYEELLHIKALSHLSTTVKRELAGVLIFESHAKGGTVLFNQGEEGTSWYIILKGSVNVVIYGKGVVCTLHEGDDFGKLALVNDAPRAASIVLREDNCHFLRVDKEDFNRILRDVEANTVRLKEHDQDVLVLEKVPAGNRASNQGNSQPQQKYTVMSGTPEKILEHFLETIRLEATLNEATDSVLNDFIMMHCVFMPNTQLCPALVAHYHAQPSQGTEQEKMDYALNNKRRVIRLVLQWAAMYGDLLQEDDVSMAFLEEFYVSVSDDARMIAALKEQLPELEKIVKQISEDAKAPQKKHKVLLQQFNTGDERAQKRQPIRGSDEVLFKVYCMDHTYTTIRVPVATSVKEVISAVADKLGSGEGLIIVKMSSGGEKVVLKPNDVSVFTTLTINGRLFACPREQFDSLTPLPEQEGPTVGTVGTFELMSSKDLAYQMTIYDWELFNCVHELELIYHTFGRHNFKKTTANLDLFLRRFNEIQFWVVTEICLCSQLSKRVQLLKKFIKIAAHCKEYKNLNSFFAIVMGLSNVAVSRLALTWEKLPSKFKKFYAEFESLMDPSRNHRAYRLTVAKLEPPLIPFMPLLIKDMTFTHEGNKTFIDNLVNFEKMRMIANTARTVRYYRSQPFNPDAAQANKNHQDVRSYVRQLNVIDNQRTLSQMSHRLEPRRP
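EPAC2 (100 nM) mixed with Rap1B loaded with BODIPY-GDP (250 nM) plus 50 uM unlabeled GDP; compounds pinned in, 5 min RT, then read every 5 min for 30 min (ex 480, em 540 nm). Normalized to cAMP control.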
S2 tox – Viability Counterscreen for Primary qHTS for Inhibitors of ATXN expression | hit rate 0.49% among 400,000 | S2 cells (HEK-293 line with an ATXN2-luciferase reporter) viability, CellTiter-Fluor protease fluorescence, 24 h | AID 651635, 2014 | Potency, µM (top dose mostly 56.7 µM), usual class: cytotoxic; also: potency is read from the fitted curve at half-maximal effect; nearly all actives have a fitted effect of over 40% in size
IL-2 act – qHTS of IL-2 Activators; IL-2 activation reporter assay, cell-based qHTS; stimulated with anti-CD3/CD4/CD28 beads; in transgenic mouse T cells; activation, % (series mostly up to about 46 µM); hit rate 0.065% among 360,000; in the data active = activation above about 50%; inconclusive = mostly about 30% to 49%; also: 0% is about no effect
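Unstimulated transgenic mouse T cells, 750 per well, received compound and, after 60 minutes, anti-CD3/anti-CD4 bead plus anti-CD28 stimulation. EGFP and DsRed were quantified after 18 hours.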
Nrf2 inh – Nrf2 qHTS screen for inhibitors | A549 ARE-Fluc reporter, luciferase luminescence, 18-24 h | Potency, µM (doses to about 46 µM), without a hit: at the top dose activity change, negative = inhibition, actives largely listed as inhibitors | hit rate 2.1% among 360,000; also: potency is read from the fitted curve at half-maximal effect; % is scaled to controls: 0 for no effect and ±100 for the full control effect; nearly all actives have a fitted effect of over 60% in size
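A549 ARE_Fluc cells, 5000/well, 5% FBS OPTI-MEM; compounds in dose-response, 18-24 h at 37 °C/5% CO2; CellTiter-Fluor viability read (Ex 405/Em 525), then BugLite luciferase luminescence = Nrf2 activity.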
HepG2 tox – qHTS for Inhibitors of TGF-b: Cytotox Counterscreen. HepG2 CAGA-GFP viability, ATP luminescence, 18 h. Potency, µM (doses to about 46.1 µM), for inactives: top-dose activity change, negative = cytotoxicity, most hits filed as cytotoxic. hit rate 0.76% among 410,000; also: potency is read from the fitted curve at half-maximal effect; some results filed as inactive show a strong effect at the top dose
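CellTiter-Glo luminescence gave cytotoxicity after 18 hours at 37 degrees C. The cells were HepG2 CAGA-GFP in 1% FBS DMEM, stimulated with 500 pg/mL TGF-beta after compound addition. %Activity was normalised to no-cell wells (complete cell-killing) and DMSO (no toxicity), and curves were fitted and classified.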
A549 tox – Nrf2 qHTS screen for inhibitors: counterscreen for cytotoxicity | A549 ARE-Fluc cells, CellTiter-Fluor viability, 18-24 h | Potency, µM (doses to about 46 µM), without a hit: at the top dose activity change, negative = cytotoxicity, actives largely listed as inhibitors | hit rate 0.16% among 390,000 | AID 504648, 2011; also: potency is read from the fitted curve at half-maximal effect; % is scaled to controls: 0 for no effect and ±100 for the full control effect
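A549 ARE_Fluc cells in 5% FBS OPTI-MEM were exposed to compounds in concentration-response for 18-24 h at 37 deg C. Viability was read by CellTiter-Fluor fluorescence (Ex 405/Em 525) after 30 min, before the luciferase read.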
An asterisk follows results filed as active; i = inactive; u = inconclusive; x = not tested or not shown; & = joins results of further samples; ! = not active in a repeat; [ ] = dose if it differs, or a comment. Unless noted, calls follow the shape of the dose curve; as a rule, active = well fitted curve in the direction sought with a large enough effect; inconclusive = small, poorly fitted or top-dose-only effect, or another doubt; inactive = no such curve, though single readings can be large; an effect the other way counts as inactive or inconclusive. Rows are unselected. About 4.3% of those tested had a hit in this group.

SMILES	ATXN2 expr inh	Nrf2 ARE act	TGFb inhibitor	EPAC2 ag	S2 tox	IL-2 act	Nrf2 inh	HepG2 tox	A549 tox
CCCCCN1CN(S(=O)(=O)c2cccs2)c2nc3ccccc3nc21	1%	0.3%	3%	11%	i	-6.2	-10%	35%	0%
Cc1ccnn1CCC(=O)O	10%	0.2%	-1%	1%	i	-3.2	5%	6%	1%
CNc1cc(-c2ccc(O)cc2C)ncn1	35%	4.1%	24%	-1%	i	0.3	x	1%	x
O=C(CC(=O)N/N=C/c1cccs1)NCc1ccccc1	-3%	0.3%	0%	11%	i	-0.2	-14%	4%	3%
CC(C)CNC(=O)COC(=O)c1cncc(Br)c1	1%	0.2%	2%	10%	i	-2.4	15%	-5%	-3%
O=[N+]([O-])c1ccc(CN2CCN(c3ccc4ccccc4n3)CC2)cc1	-27%	-0.4%	5%	11%	i	-2.5	u	-3%	6%
CCc1nnc(NC(=O)CSc2nnc(COc3ccccc3)n2-c2ccc(C)cc2)s1	64%[activator]	0.2%	-8%	-5%	i	-2.6	11%	2%	0%
O=C(NN=C1CCCCCC1)c1cc(-c2ccccc2)nc2ccccc12	-12%	-0.7%	-1%	9%	i	-0.6	6%	-60%	-2%
NNC(=O)/C(=C/c1cccs1)NC(=O)c1ccccc1Cl	-13%	0.0%	26%	11%	i	-0.8	1%	-20%	-6%
CCOc1ccccc1NC(=O)c1sc(-n2nc(C)c(CCC(C)C)c2C)nc1C	1%	0.4%	24%	x	i	x	4%	2%	5%
Cc1cccc(NC(=O)CNC(=O)c2cccc(S(=O)(=O)NCc3cccs3)c2)c1C	x	0.2%	9%	-13%	i	0.8	5%	4%	-8%
Cc1nc(N2CCN(C(=O)CCC(=O)O)CC2)c2c(C)c(C)sc2n1	3%	-0.2%	-1%	6%	i	-0.9	u	2%	-2%
O=C(Nc1ccnc(-c2cccnc2)n1)c1cccc(Cl)c1Cl	-21%	-0.3%	20%	4%	i	-0.8	u	-9%	x
CCN(CC)N=Nc1ccc(S(=O)(=O)N2CCSC2C(=O)O)cc1 (stereo not given)	-5%	-0.3%	-3%	7%	i	1.9	6%	-7%	-3%
CCn1nccc1C(=O)Nc1cc(Cl)cc(Cl)c1	3%	1.4%	8%	2%	i	-1.1	-13%	3%	0%
CC(=O)C[C@H](O)CC(=O)[C@H]1OC(=O)[C@H](C)C/C=C\Cc2ccccc21	6%	2.5%	-6%	-3%	i	-0.6	0%	2%	-2%
COC(=O)c1ccc(CO/N=C/c2ccc(OC)cc2OC)cc1	x	-0.5%	-2%	14%	i	0.6	u	-10%	1%
CCCOc1cccc(C(=O)Nc2ccc(CN3CCOCC3)cc2)c1	-15%	6.3%	-14%	12%	i	-0.3	-6%	-1%	2%
O=C(c1cccc(NS(=O)(=O)c2ccc(F)cc2)c1)N1CCN(c2ccccc2)CC1	0%	-0.1%	-14%	17%	i	0.4	-16%	-23%	0%
O=C1CC(c2ccc(F)cc2)CC2=C1C(c1ccc([N+](=O)[O-])o1)Nc1ccccc1N2 (stereo not given)	12%	3.9%	-7%	10%	i	-0.3	u	17%	-4%
Cc1cccn2c(=O)c3cc(C#N)c(=NC(=O)c4cccnc4)n(CC4CCCO4)c3nc12 (stereo not given)	4%	-0.6%	3%	9%	x	-1.5	-7%	4%	27%
Cc1cc(C)cc(OC(C)C(=O)Nc2ccc(S(=O)(=O)Nc3cc(C)nc(C)n3)cc2)c1 (stereo not given)	-2%	-0.5%	-15%	-15%	i	-0.4	u	-34%	-12%
O=[N+]([O-])c1ccc(Nc2cccc(F)c2)nc1	-23%	4.0%	-24%	10%	i	0.3	1%	-19%	-7%
COc1ccc(N(CC(=O)N2CCN(C)CC2)S(C)(=O)=O)cc1OC	13%	0.1%	-3%	-2%	i	-0.5	-23%	0%	-16%

By substructure: those above containing two or more sulfur atoms.
SMILES	ATXN2 expr inh	Nrf2 ARE act	TGFb inhibitor	EPAC2 ag	S2 tox	IL-2 act	Nrf2 inh	HepG2 tox	A549 tox
CCCCCN1CN(S(=O)(=O)c2cccs2)c2nc3ccccc3nc21	1%	0.3%	3%	11%	i	-6.2	-10%	35%	0%
CCc1nnc(NC(=O)CSc2nnc(COc3ccccc3)n2-c2ccc(C)cc2)s1	64%[activator]	0.2%	-8%	-5%	i	-2.6	11%	2%	0%
Cc1cccc(NC(=O)CNC(=O)c2cccc(S(=O)(=O)NCc3cccs3)c2)c1C	x	0.2%	9%	-13%	i	0.8	5%	4%	-8%
CCN(CC)N=Nc1ccc(S(=O)(=O)N2CCSC2C(=O)O)cc1 (stereo not given)	-5%	-0.3%	-3%	7%	i	1.9	6%	-7%	-3%

The list continues:
SMILES	ATXN2 expr inh	Nrf2 ARE act	TGFb inhibitor	EPAC2 ag	S2 tox	IL-2 act	Nrf2 inh	HepG2 tox	A549 tox
O=C(/C=C\Nc1ccc(Br)cc1)c1cccnc1	63%[activator]	-0.7%	11%	-7%	i	3.6	u	9%	-7%
COC(=O)c1cc(NS(=O)(=O)c2ccc(Cl)c(N3C(=O)c4ccc(C(=O)O)cc4C3=O)c2)cc(C(=O)OC)c1	3%	0.3%	-6%	0%	i	3.0	-5%	-6%	0%
O=C(NCc1ccco1)c1ccc(Cn2c(=S)[nH]c3ccccc3c2=O)cc1	1%	-0.5%	u	2%	i	-0.6	u	1%	-12%
CCN(CC)S(=O)(=O)c1ccc(OC)c(NC(=O)C2CC(=O)N(c3ccc4c(c3)OCCO4)C2)c1 (stereo not given)	-15%	-0.4%	-25%	-4%	i	-2.9	u	-30%	1%
CCC(Oc1ccccc1)C(=O)Nc1nnc(S(=O)(=O)N2CCCC2)s1 (stereo not given)	-3%&6%	0.2%&0.2%	-8%&-18%	1%	i	-0.6	u	-9%&-2%	-6%&10%
C/C(=N\NC(=O)c1ccc(Cl)cc1)c1cccnc1	40%[activator]	3.5%	0%	10%	i	-0.6	u	0%	-2%
COc1cc(OC)c2c(C)cc(=O)oc2c1C(CCN1CCOCC1)c1ccc2c(c1)OCO2 (stereo not given)	-9%	4.4%	u	9%	x	-0.3	2%	-25%	u
CC(=O)c1ccc(NC(=S)NN2C(C)CCCC2C)cc1 (stereo not given)	-11%	0.2%	0%	5%	i	1.4	u	-12%	8%
CCOc1ccccc1CNS(=O)(=O)c1ccc(-c2cnc(C3CC3)o2)cc1	-9%	4.7%&-0.5%	10µM*	21%	1.3µM*!	-0.6	-2%	-28%&-28%	-3%&1%
CC1CN(c2ccc(NC(=S)NNCCC#N)cc2)CC(C)O1 (stereo not given)	-1%	-0.7%	1%	3%	u	-1.4	-8%	15%	-15%
O=C1c2ccccc2C(O)(Cc2ccccc2)N1C1CCCCC1 (stereo not given)	3%	-0.5%	10%	16%	i	-2.2	2%	-20%	4%
CCN(CC)c1nc(N)n(CCSC(=S)N(C)C)c(=O)n1	x	-0.1%	-17%	9%	i	0.0	4%	-27%	2%
CC(=O)N1c2ccc(S(=O)(=O)N3CCCCC3)cc2CC1C (stereo not given)	-5%	-0.3%	8%	12%	i	-2.5	u	12%	0%
CCn1c(=O)cc(OCC(=O)NC2CC2)c2ccccc21	-10%	5.9%	9%	-2%	i	0.4	-13%	3%	4%
Cc1ccc(S(=O)(=O)NCCC(=O)NC2CCN(Cc3ccccc3)CC2)cc1	-17%	-0.4%	u	2%	i	0.0	-17%	-5%	-1%
CCOc1ccc(OCCC(=O)N2CCN(S(=O)(=O)c3cccc(F)c3)CC2)cc1	-13%	0.0%	u	6%	i	-2.0	-19%	1%	0%
CN(C)c1ccc(C(O)c2cc3ccccc3s2)cc1 (stereo not given)	23%	7.3%	-2%	9%	i	-0.7	u	-1%	u
COc1ccccc1-c1cnc(C(O)c2c(C)cc(C)cc2C)[nH]1 (stereo not given)	-6%	0.1%[9.22 µM]	28%	6%	i	-0.8	x	1%	x
COc1ccc(OCC(O)CNC(=O)/C=C/c2cccc([N+](=O)[O-])c2)cc1 (stereo not given)	-1%	2.5%	-11%	4%	i	0.9	-20%	-18%	-1%
O=C1CCCN1CCC(=O)N1CCCC(Nc2ccc(F)cc2)C1 (stereo not given)	6%	-0.1%	9%	-2%	i	-1.1	11%	-2%	-2%
COc1ccc(-n2ncc3c2CC(C)(C)CC3NC(=O)CSc2ccccn2)cc1 (stereo not given)	-12%	0.1%	-5%	9%	i	-0.8	u	-1%	-7%
Cc1ccc(C)c(NC(=O)CSc2nc3nccnc3c(=O)n2CCc2c[nH]c3ccccc23)c1	x	0.9%	-38%	x	x	x	-15%	-20%	-3%
CC(=O)NS(=O)(=O)c1ccc(NC(=O)C(C)NS(=O)(=O)/C=C/c2ccccc2)cc1 (stereo not given)	x	-0.3%	1%	4%	i	1.0	4%	2%	6%
Cc1ccc(S(=O)(=O)N2CCN(C(=O)CSc3ncc(C(F)(F)F)cc3Cl)CC2)cc1	-11%	3.5%	u	-1%[15.6 µM]	i	-0.3	-28%	4%	-1%
Cc1cc(=O)oc2cc(OCC(=O)NC(Cc3c[nH]c4ccc(O)cc34)C(=O)O)c(Cl)cc12 (stereo not given)	4%	-1.4%	-4%	3%	i	0.2	9%	8%	12%
COc1cc(OC)c2cc(C(=O)N[C@H](C(=O)N3CCC[C@H]3C(=O)O)C(C)C)n(C)c2c1	-1%	-1.0%	3%	1%	i	-0.6	-13%	-2%	3%
CCSc1ncc(Cl)c(C(=O)Nc2ccc(S(=O)(=O)N3CCC(C)CC3)cc2)n1	-21%	-1.0%	u	x	i	x	u	-24%	16%
